# ATXN viability: Viability Counterscreen for Primary qHTS for Inhibitors of ATXN expression; S2 cells (HEK-293 line with an ATXN2-luciferase reporter) viability, CellTiter-Fluor protease fluorescence, 24 h; Potency, µM (doses to about 56.7 µM), most hits filed as cytotoxic; actives 0.49% (n = 400,000); also: nearly all actives have a fitted effect of over 40% in size
# MCF10A rereplic: A quantitative high throughput screen for small molecules that induce DNA re-replication in MCF 10a normal breast cells; Potency, µM (titrated, usually from 46.1 µM), for the others: top-dose activity, positive = re-replication, usual class: activators; actives 2.9% (n = 350,000); AID 624296, 2012; MCF 10A DNA re-replication, Hoechst nuclear intensity, 48 h; also: % of control where 0% means no effect; nearly all actives have a fitted effect of over 50% in size
# TGFb SMAD3 inh: qHTS for Inhibitors of TGF-b | Potency, µM (series often up to 46.1 µM), for the others: at the highest dose activity, negative = inhibition, usual class: inhibitors | HepG2 CAGA-GFP TGF-b/SMAD3 reporter, GFP fluorescence, 18 h; TGF-beta stimulated, 500 pg/mL final | actives 1.2% (n = 410,000); also: % is scaled to controls: 0 for no effect and ±100 for the full control effect; nearly all actives have a fitted effect of over 65% in size
#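 Inhibition of TGF-beta-driven CAGA-GFP reporter expression in HEPG2 cells is measured by cellular GFP fluorescence after 18 h stimulation with 500 pg/mL recombinant TGF-beta in 1% FBS medium at 37 degrees C.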
# Nrf2 ARE act: qHTS of Nrf2 Activators; AREc32 ARE-luciferase reporter (MCF7-derived line), luminescence, 24 h; Potency, µM (titrated, usually from 46.1 µM), for the others: at the highest dose activation, hits mostly activators; actives 0.31% (n = 410,000); AID 624171, 2012; also: % of control where 0% means no effect; nearly all actives have a fitted effect of over 65% in size
#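 AREc32 cells carrying an ARE-driven firefly luciferase reporter were seeded at 1000 cells/well in OPTI-MEM with 5% FBS, then exposed to compound for 24 hr at 37 deg C. Luminescence was read with Steady-Glo after 30 min at RT.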
# EPAC2 antag: qHTS for Antagonist of cAMP-regulated guanine nucleotide exchange factor 2 (EPAC2): primary screen. actives 0.18% (n = 360,000). Potency, µM (top dose mostly 114 µM), for inactives: at the top dose activity, negative = inhibition, most hits filed as inhibitors. AID 720708, 2013. EPAC2 GEF exchange of Rap1B-BODIPY-GDP, fluorescence; also: % is scaled to controls: 0 for no effect and ±100 for the full control effect; nearly all actives have a fitted effect of over 45% in size; many of its hits are not listed in these tables
# Target sequence (Q8WZA2 whole entry, looked up): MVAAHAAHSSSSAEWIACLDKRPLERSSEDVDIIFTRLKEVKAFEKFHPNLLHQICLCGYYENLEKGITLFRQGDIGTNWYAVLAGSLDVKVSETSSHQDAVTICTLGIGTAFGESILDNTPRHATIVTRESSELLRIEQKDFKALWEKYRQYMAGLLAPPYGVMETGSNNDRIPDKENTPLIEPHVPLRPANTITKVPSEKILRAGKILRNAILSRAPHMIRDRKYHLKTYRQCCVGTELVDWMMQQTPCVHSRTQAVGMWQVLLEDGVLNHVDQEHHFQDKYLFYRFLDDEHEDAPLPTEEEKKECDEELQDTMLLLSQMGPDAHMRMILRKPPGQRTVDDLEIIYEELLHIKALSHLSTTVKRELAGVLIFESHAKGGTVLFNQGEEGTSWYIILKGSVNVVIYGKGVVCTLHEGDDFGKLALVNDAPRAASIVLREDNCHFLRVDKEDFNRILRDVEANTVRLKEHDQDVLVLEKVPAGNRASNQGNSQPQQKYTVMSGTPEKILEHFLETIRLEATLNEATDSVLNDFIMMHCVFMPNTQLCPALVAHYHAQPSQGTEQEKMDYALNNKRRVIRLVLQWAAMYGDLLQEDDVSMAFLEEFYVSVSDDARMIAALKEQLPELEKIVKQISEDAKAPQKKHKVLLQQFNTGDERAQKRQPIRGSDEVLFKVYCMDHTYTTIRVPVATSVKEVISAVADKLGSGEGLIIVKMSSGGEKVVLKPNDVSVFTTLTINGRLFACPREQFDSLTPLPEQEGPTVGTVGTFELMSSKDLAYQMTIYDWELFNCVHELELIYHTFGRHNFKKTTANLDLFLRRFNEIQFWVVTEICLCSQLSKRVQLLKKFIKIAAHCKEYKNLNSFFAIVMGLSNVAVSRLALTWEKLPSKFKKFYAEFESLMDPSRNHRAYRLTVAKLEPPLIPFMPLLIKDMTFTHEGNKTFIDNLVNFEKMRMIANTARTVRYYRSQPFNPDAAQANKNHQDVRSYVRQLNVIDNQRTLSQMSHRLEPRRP
# ATXN2 expr inh: Primary qHTS for Inhibitors of ATXN expression | HEK-293 ATXN2-luciferase reporter, luminescence, 24 h | AID 1745845, 2022 | actives 0.72% (n = 360,000) | Potency, µM (series often up to 57 µM), for the others: top-dose activity change, negative = inhibition, actives largely listed as inhibitors; also: % is scaled to controls: 0 for no effect and ±100 for the full control effect; nearly all actives have a fitted effect of over 55% in size
#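 ATXN2-luciferase reporter cells (luciferase flanked by upstream and downstream ATXN2 gene portions) were treated 24 h at 37 °C with compounds at up to 57 uM. SteadyGlo luminescence gave expression; GF-AFC fluorescence gave viability.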
# A549 viability: Nrf2 qHTS screen for inhibitors: counterscreen for cytotoxicity. A549 ARE-Fluc cells, CellTiter-Fluor viability, 18-24 h. Potency, µM (highest dose often 46 µM), inactives show at the highest dose activity change, negative = cytotoxicity, hits mostly inhibitors. actives 0.16% (n = 390,000). AID 504648, 2011; also: % is scaled to controls: 0 for no effect and ±100 for the full control effect
#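 A549 ARE-Fluc cells in 5% FBS OPTI-MEM, 5000 cells/well, rested 2 h then exposed to compounds in concentration-response for 18-24 h at 37 °C. Viability by CellTiter-Fluor fluorescence (Ex 405/Em 525) after 30 min; luciferase luminescence (BugLite, 15 min, RT) read afterwards.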
# Nrf2 block: Nrf2 qHTS screen for inhibitors; A549 ARE-Fluc reporter, luciferase luminescence, 18-24 h; Potency, µM (doses to about 46 µM), for the others: at the top dose activity change, negative = inhibition, usual class: inhibitors; actives 2.1% (n = 360,000); also: % is scaled to controls: 0 for no effect and ±100 for the full control effect; nearly all actives have a fitted effect of over 60% in size
#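 Nrf2 activity is the BugLite luminescence, read 15 min after reagent at room temperature, following CellTiter-Fluor cytotoxicity readout (30 min, 37C). Compound titrations were applied for 18-24 h to 5000 A549 ARE_Fluc cells/well in 5% FBS OPTI-MEM.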
# HepG2 viability: qHTS for Inhibitors of TGF-b: Cytotox Counterscreen. HepG2 CAGA-GFP viability, ATP luminescence, 18 h. AID 588856, 2011. Potency, µM (top dose mostly 46.1 µM), inactives show at the highest dose activity change, negative = cytotoxicity, actives largely listed as cytotoxic. actives 0.76% (n = 410,000); also: some results filed as inactive show a strong effect at the top dose
#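 HepG2 CAGA-GFP cells (1000/well, DMEM with 1% FBS) received compound, then TGF-beta at 500 pg/mL final, and were incubated 18 hours at 37 degrees C. Viability was read by CellTiter-Glo luminescence. Media-only wells were set as complete cell-killing and DMSO as no toxicity.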
# * = called active by the depositor; i = inactive; u = inconclusive; x = not tested or not shown; & = joins results of further samples; ! = a repeat was not active; [ ] = dose if it differs, or a comment. Calls follow the shape of the dose curve; as a rule, active = well fitted curve in the direction sought with a large enough effect; inconclusive = small, poorly fitted or top-dose-only effect, or another doubt; inactive = no such curve, though single readings can be large; an effect the other way counts as inactive or inconclusive. Potency is read from the fitted curve at half-maximal effect.
# The line under a structure holds: ATXN viability, MCF10A rereplic, TGFb SMAD3 inh, Nrf2 ARE act, EPAC2 antag, ATXN2 expr inh, A549 viability, Nrf2 block, HepG2 viability
- O=C1NC(=O)C(Cc2ccccc2)C(=O)N1
 : i, 8%, -10%, 0.3%, -34%, 4%, 2%, 3%, -10%
- O=C(CN1CCN(C(=O)COc2cccc(F)c2)CC1)Nc1ccc(Cl)c(C(F)(F)F)c1
 : i, -3%, -21%, 0.0%, -1%, -26%, 1%, u, -22%
- Cc1c(N=Cc2c(O)n(C)c(=O)[nH]c2=O)c(=O)n(-c2ccccc2)n1C
 : i, 0%, -4%, -0.1%, -2%, x, 0%, 11%, 1%
- Cc1ccnc(NC(=O)CCCc2ccc(N(CCCl)CCCl)cc2)n1
 : i, u, 5%, -0.6%, -1%, u, -10%, -17%, -6%
- Cc1cc(/C=C2\C(=O)NC(=S)N(C)C2=O)c(C)n1C1CCCCC1
 : i, -88%[inhibitor], -8%, 1.5%, 8%, 1%, 1%, 2%, -47%
- CN=C(SCc1ccccc1)c1c(O)n(C)c(=O)n(C)c1=O
 : i, 10%, 6%, 0.5%, 0%, 4%, 0%, 0%, 1%
- COc1ccc(C(=O)C2CCCN(Cc3ccc(C)s3)C2)c(OC)c1 (centres undefined)
 : i, 0%, -23%, -0.5%, -11%, -2%, u, -11%, -3%
- Cc1ccc(C(O)P(=O)(Oc2ccccc2)Oc2ccccc2)cc1 (centres undefined)
 : i, -11%, -9%, -0.4%, -14%, -1%, 1%, 3%, -14%
- CCOC(=O)c1c(/N=C/c2c(O)n(-c3cccc(C)c3)c(=O)[nH]c2=O)sc2c1CCCC2
 : i, u, 7%, 2.4%, 5%, -8%, 11%, -6%, 0%
- Nc1nnc(CCN2CCCCC2)s1
 : i, -7%, 0%, -0.7%, 2%, 3%, -9%, 2%, 3%
- CC1CCCC(NC(=O)COC(=O)c2cn(C)c3ccccc23)C1C (centres undefined)
 : i, 12%, -14%, -0.6%, -1%, -7%, 0%, 8%, -4%
- O=C1CC=C2C3CC4N(CCC45c4cc(O)c(O)cc4N1C25)CC3=CCBr (centres undefined)
 : i, 0%, -15%, 2.0%, -21%, -1%, -3%, 5%, -5%
- Cc1cc(/C=C2\C(=O)NC(=O)N(c3ccc(Br)cc3)C2=O)c(C)n1-c1cc(C(=O)O)cc(C(=O)O)c1
 : i, 6%, 1%, 2.4%, 68%[activator], x, 2%, 1%, 0%
- CCCN1CCO[C@@H]2c3cc(O)ccc3OC[C@H]21
 : i, -10%, -9%, -0.6%, 2%, 10%, 8%, 28%, -23%
- Cc1ccc(N)c(N)c1
 : i, -30%[inhibitor], 1%, -0.1%, -12%, 12%, -1%, u, -30%
- O=P(O)(O)COc1ccccc1O
 : i, u, -2%, -0.4%, -2%, 5%, 1%, 11%, 3%
- O=C(NC(=C(Cl)Cl)P(=O)(c1ccccc1)c1ccccc1)c1ccccc1
 : i, -1%, 3%, 1.6%, -3%, 2%, 5%, -2%, -12%
- CC(C)c1c(CN(C)C(C)Cc2ccccc2)n(C)n(-c2ccccc2)c1=O (centres undefined)
 : i, 11%, 11%, -0.2%, u, 1%&11%, -26%, u, -19%
- Cc1c(C=O)c2ccccc2n1Cc1ccc([N+](=O)[O-])cc1
 : i, 0%, -33%, -0.1%[9.22 µM], -8%, -12%, -22%, u, -18%
- CCC(=NCCCn1ccnc1)c1c(O)n(-c2ccccc2)c(=O)[nH]c1=O
 : i, 0%, 3%, -0.3%, 1%, 2%, -3%, -6%, 2%
- COc1ccc(CN2CCN(c3ccccc3)CC2)c(C)c1C
 : i, u, -7%, 0.1%, 9%, -9%, -20%, u, -34%
- CC(C)(C)NCC1(CO)SC(N)=NC1=O (centres undefined)
 : i, 21µM*, -28%, 7.9%, 2%, 50%[activator], -9%, 18%, -3%
- CC1CCCN1CCC(C(N)=O)(c1ccccc1)c1ccccc1 (centres undefined)
 : i, -16%, 5%, -1.4%, -4%, 4%, 0%, -3%, -6%
- CC1CC(C)CC(C)C(O)C(C#N)=CC=CCC(C2CCCC2C(=O)O)OC(=O)CC(O)C(C)C1 (centres undefined)
 : u, 0.13µM*, u, -1.1%, -7%, 0.75µM*, 2.3µM*, 0.52µM*, 0%
- CCOc1ccccc1CN1C2CCC1CC(c1ccc(C)cc1)C2 (centres undefined)
 : u, u, u, -0.7%, 16%, -31%, u, 15%, -21%
- CCCCn1c(O)c(C(C)=NCc2ccco2)c(=O)[nH]c1=O
 : i, -2%, -1%, -0.3%, -1%, x, 14%, -13%, -1%
- COc1cc(CN2CCCC(CCC(=O)NCc3ccc(C)o3)C2)cc2c1OCO2 (centres undefined)
 : i, u, -9%, -0.2%, -8%[57.1 µM], x, 7%, 1%, -22%
- c1cc2c(cc1N1CCCCC1)C1CC2CCN1 (centres undefined)
 : i, u, 3%, 1.0%, -6%, 4%, 24%, 16%, -3%
- CC1CN=C(NCCc2ccccc2)S1 (centres undefined)
 : i, 4%, 19%, -0.2%, 0%, -7%, -5%, 14%, -30%
- CC(=O)N1CCCc2cc(S(=O)(=O)N3CCCC(C(=O)Nc4cccc(F)c4)C3)ccc21 (centres undefined)
 : i, -49%[inhibitor], u, 0.9%&5.0%, 2%, 9%&-25%, -9%&0%, 9.2µM*, 2%&-11%
- Cc1ccc(-n2c(CNCc3ccc(F)cc3)nc3ccccc3c2=O)cc1
 : i, 9%, 2%, 12%, -5%, 6%, -2%, 4%, -1%
- Cc1nc2ccccc2c(=O)n1-c1ccccn1
 : i, 1%, 2%, u, -4%, -9%, 3%, 4%, -30%
- c1cc2c(cc1NC1=NCCO1)CCCC2
 : u, u, u, 1.4%, -1%, 7%, -11%, 6%, -5%
- CC1(C)C(C=C(Cl)Cl)C1C(=O)OCc1cccc(Oc2ccccc2)c1 (centres undefined)
 : i, 0.0052µM*!, 6%, -0.3%, 16%, 6%, 11%, 16%, 12%
- C[C@]12CC[C@@H](O)CC1=CCC1C2CC[C@@]2(C)C1CC[C@@H]2N (some centres undefined)
 : i, u, 3%, 2.0%, 6%, -1%, 3%, u, 3%
- O=P(OCC(F)(F)C(F)F)(N1CCOCC1)N1CCOCC1
 : i, 1%, 11%, -0.8%, 16%, -15%, -7%, x, 9%
- CCOC(=O)c1c(C)[nH]c(C(=O)C(Cc2ccccc2)N(C)C)c1C (centres undefined)
 : i, u, -4%, 3.6%, -28%, 15%, 6%, 3%, -20%
- CCC(=NCc1ccco1)c1c(O)n(C2CCCCC2)c(=O)[nH]c1=O
 : i, 23%, -11%, 0.6%, -3%, 4%, 1%, u, -25%
- O=C1CC(c2ccccc2)CN1 (centres undefined)
 : i, -5%, 3%, 0.3%, 0%, -14%, 3%, 4%, 3%
- CCN(CC)CCNC(=O)c1c(O)c2ccccc2n(Cc2ccccc2)c1=O
 : u, 18%, -17%, 7.5%, -10%, -22%, -9%, -34%, -20%
- Cc1ccc(C2C(S(C)(=O)=O)=C(O)C(=O)N2c2ccccc2)cc1 (centres undefined) (tested in a mixture with another compound)
 : i, -1%, 21%, -0.4%, -7%, -4%, 1%, x, 26%
- O=[N+]([O-])c1ccccc1-c1cc(-c2ccccc2)cc(-c2ccccc2)[n+]1Cc1ccccc1Cl
 : u, u, u, -1.9%, -7%, u, u, 21µM*, -40%
- Cc1ccc([C@H]2C[C@@H](O)[C@H](n3cc(COC(=O)c4ccccc4)nn3)CN2CC2CCCCC2)cc1
 : i, x, 0%, -0.5%, -10%, 0%, x, x, -9%
- CCC(=NCCCN(C)C)c1c(O)n(-c2ccc(OC)cc2)c(=O)[nH]c1=O
 : i, -3%, -16%, -0.5%, -4%, -13%, x, 12%, -1%
- c1ccc(C(CN2CCCCC2)c2ccccc2)cc1
 : u, 0%, 1%, 0.0%, 18%, 1%, -3%, 3%, -14%
- COC(=O)N1Cc2ccccc2-n2nncc2C1
 : i, x, 8%, 0.1%, 1%, 2%, x, x, 5%
- C#C[C@]1(O)CC[C@H]2[C@@H]3[C@H](O)C[C@H]4C[C@@H](O)CC[C@]4(C)[C@H]3CC[C@@]21C
 : i, x, -2%, 0.0%, 5%, x, x, x, 15%
- COc1ccccc1Cn1c(SCC#N)nc2cc(C(=O)N3CCC4(CC3)OCCO4)ccc2c1=O
 : u, 14%, 15%, -0.2%, -18%, -9%, -3%, -16%, 0%
- COc1ccc(CC2(CCc3ccncc3)C(=O)NC(=O)NC2=O)cc1OC
 : i, -3%, -9%, -0.3%, -9%, x, 12%, -13%, -11%
- COc1ccc(C2SCC(=O)Nc3c2c(C)nn3C2CCOC(C)(C)C2)cc1 (centres undefined)
 : i, 2%, 6%, 0.2%, -3%, 1%, 7%, -15%, 6%
- CN(C(=O)Oc1ccc(C(C)(C)C)cc1)c1ccccc1
 : u, 8%[9.22 µM], 0%, 2.2%, -12%, -6%, 0%, u, 0%
- CC(C)c1ccc(OCC(=O)N2CCN(CCc3ccccn3)CC2)cc1
 : i, x, 5%, 3.1%, x, 12%, 3%, 11%, 0%
- OCCOCCO
 : i, u, 1%, -1.0%, 23%, 1%, 2%, 18%, 3%
- CCc1ccc(N2C(=O)NC(=O)C(Cc3ccc(OC)cc3OC)C2=O)cc1 (centres undefined)
 : i, 12%, 4%, 0.4%, 13%, 5%, -1%, 14%, 1%
- CC1=C(C(=O)O)N2C(=O)C(NC(=O)CCCC(=O)O)C2SC1 (centres undefined)
 : i, -5%, 6%, -0.6%, 0%, 27%, -5%, 0%, 0%

# Two of these compounds, set out differently.
SMILES	ATXN viability	MCF10A rereplic	TGFb SMAD3 inh	Nrf2 ARE act	EPAC2 antag	ATXN2 expr inh	A549 viability	Nrf2 block	HepG2 viability
CC(C)(C)NCC1(CO)SC(N)=NC1=O (centres undefined)	i	21µM*	-28%	7.9%	2%	50%[activator]	-9%	18%	-3%
CC1CCCN1CCC(C(N)=O)(c1ccccc1)c1ccccc1 (centres undefined)	i	-16%	5%	-1.4%	-4%	4%	0%	-3%	-6%

# A portion of the library; count on the stated rates, not on these rows.
